# High-throughput results as filed in PubChem BioAssay.
# proKLK7 act = proKLK7 (human) activation, primary screen | 370,000 tested, 0.9% active | P49862 | AID 652039 | purified proKLK7, EDANS-DABCYL substrate fluorescence; 100% is mature enzyme control, 0% vehicle | activation, % at 7 µM;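 active = activation above the mean of all tested compounds plus 3 SD, computed per campaign excluding outliers beyond control limits, cut at about 13% in these data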
# sPLA2-III inh = Inhibits HGIII-sPLA2 liposome hydrolysis, primary screen; QFRET BODIPY PC-A2 liposome hydrolysis, fluorescence; 370,000 tested, 0.56% active; inhibition, % at 12.2 µM; Q9NZ20; AID 743126;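 active = inhibition above mean plus 3 SD of compounds lying within the high and low control bounds, cut at about 19% in these data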;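 also: 0% = median of test compound wells and 100% = no enzyme DMSO wells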
# NPR1 activator = GC-A (human) enzyme activation | P16066 | HEK293 GC-A cells, cGMP TR-FRET, EC30 ANP; 0% at EC30 ANP, 100% saturating ANP | activation, % at 10 µM | 370,000 tested, 0.14% active; in the data active = activation above about 40%
# hgDAF-12 ag = agonists of H. glycines DAF-12 nuclear receptor. activation, % at 6.8 µM. AID 687014. 370,000 tested, 1.8% active. HEK293 GAL4-hgDAF12 UAS-luciferase reporter, agonist luminescence; normalized to butyrate control;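 active = activation above a cutoff set at the mean of all screened compounds plus 3 SD, cut at about 10% in these data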;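 also: 0% = DMSO wells and 100% = sodium butyrate wells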
# ssDAF12 agonist = activates DAF-12 receptor from parasite S. stercoralis; HEK293 ssDAF-12/GRIP1 lit1-tk-luc reporter, luminescence; % of 3 µM dafachronic acid response; activation, % at 6.8 µM; 370,000 tested, 1% active;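 active = activation above the mean over all tested compounds plus 3 SD, cut at about 0.9% in these data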;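 also: 0% = DMSO-only wells and 100% = 3 µM delta7-dafachronic acid wells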
# NPR2 activator = GC-B (human) receptor activation; activation, % at 10 µM; P20594; 370,000 tested, 0.11% active; HEK293-GC-B cells, CNP EC30, cGMP TR-FRET; 0% at EC30 CNP, 100% saturating CNP;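 active = activation at 10 µM reaching about 35% in either raw or pattern-adjusted values, limit read from the data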
# Target sequence (P20594 whole entry, looked up): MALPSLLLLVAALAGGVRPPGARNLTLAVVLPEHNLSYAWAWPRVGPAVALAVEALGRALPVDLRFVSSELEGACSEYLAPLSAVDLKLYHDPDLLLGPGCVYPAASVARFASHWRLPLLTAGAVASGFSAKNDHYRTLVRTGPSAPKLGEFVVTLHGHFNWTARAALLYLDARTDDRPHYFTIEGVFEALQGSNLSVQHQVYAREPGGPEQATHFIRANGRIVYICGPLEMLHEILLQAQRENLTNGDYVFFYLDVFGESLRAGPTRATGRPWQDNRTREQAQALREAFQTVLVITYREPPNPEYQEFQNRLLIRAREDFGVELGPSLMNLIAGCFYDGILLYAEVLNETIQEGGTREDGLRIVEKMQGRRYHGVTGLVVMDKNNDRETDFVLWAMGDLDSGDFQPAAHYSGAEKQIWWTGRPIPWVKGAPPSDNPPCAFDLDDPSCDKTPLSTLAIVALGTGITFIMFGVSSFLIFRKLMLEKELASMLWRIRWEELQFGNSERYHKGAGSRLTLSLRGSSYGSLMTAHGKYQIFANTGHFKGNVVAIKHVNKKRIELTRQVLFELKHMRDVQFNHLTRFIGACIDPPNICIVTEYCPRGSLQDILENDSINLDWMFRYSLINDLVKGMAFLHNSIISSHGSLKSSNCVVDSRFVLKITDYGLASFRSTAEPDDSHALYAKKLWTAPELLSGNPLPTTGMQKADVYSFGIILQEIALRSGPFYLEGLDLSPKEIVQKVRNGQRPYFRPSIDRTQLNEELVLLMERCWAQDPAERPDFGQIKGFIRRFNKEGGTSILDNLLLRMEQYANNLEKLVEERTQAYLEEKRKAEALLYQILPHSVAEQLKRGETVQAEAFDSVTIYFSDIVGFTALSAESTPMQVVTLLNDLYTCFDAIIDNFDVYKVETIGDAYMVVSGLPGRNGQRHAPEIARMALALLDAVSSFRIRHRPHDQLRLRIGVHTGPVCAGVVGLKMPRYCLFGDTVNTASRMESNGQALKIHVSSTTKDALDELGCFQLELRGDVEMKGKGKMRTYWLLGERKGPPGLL
# hcDAF-12 act = activates DAF-12 receptor from parasite H. contortus. activation, % at 6.8 µM. HEK293 hcDAF-12 lit1-tk-luc reporter, luminescence; 0% DMSO, 100% Δ7-dafachronic acid. 370,000 tested, 1.4% active. AID 652067;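 active = activation above the mean of all tested compounds plus 3 SD, cut at about 5.5% in these data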;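 also: 100% = response to 3 µM Δ7-dafachronic acid high control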
# GAA850 FXN act = increases GAA850 frataxin promoter reporter activity; HEK293 lucGAA850 FXN promoter luciferase reporter, 24 h; percent of 10 µM SAHA response; activation, % at 6 µM; 360,000 tested, 0.56% active; AID 540364;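 active = activation above the average of all compounds screened plus 3 SD, cutoff fixed separately per campaign, cut at about 7.5% in these data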;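 also: 0% = DMSO wells and 100% = 10 µM SAHA wells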
# DAX1 inh-1 = blocks DAX1 repression of SF-1 activated StAR promoter; 370,000 tested, 1.1% active; AID 652010; inhibition, % at 6.8 µM; HEK293T StAR-luciferase reporter, SF-1/DAX-1 repression relief;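 active = inhibition above the mean over all tested compounds plus 3 SD, cut at about 3.6% in these data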;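 also: 0% = DAX-1 cells with DMSO and 100% = cells lacking DAX-1 with DMSO; higher inhibition means more luminescence from relief of DAX-1 repression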
# DAX1 inh-2 = inhibitors of human orphan nuclear receptor DAX1 (NR0B1); P51843; HEK293 Gal4-DAX1 luciferase reporter, luminescence; inhibition, % at 6.75 µM; 340,000 tested, 0.99% active; AID 504766;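 active = inhibition above the mean over all tested compounds plus 3 SD, cut at about 4.2% in these data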;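 also: 0% = DAX1-transfected cells with DMSO and 100% = empty-vector control cells with DMSO; inhibition shows as a rise in luminescence from relieved DAX1 repression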
# SMARCA2 activ = activators of SMARCA2 function; MG213 cells, MMTV-luciferase reporter, dexamethasone, overnight; AID 652017; 370,000 tested, 1% active; activation, % at 9.1 µM; in the data active = activation above about 7.8%;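 also: 0% = vehicle wells and 100% = reference activator wells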
# Active calls of the source: *; · = not tested or not shown.
SMILES,proKLK7 act,sPLA2-III inh,NPR1 activator,hgDAF-12 ag,ssDAF12 agonist,NPR2 activator,hcDAF-12 act,GAA850 FXN act,DAX1 inh-1,DAX1 inh-2,SMARCA2 activ
CCOC(=O)/C(C#N)=C/c1cc2ccccc2nc1N1CCOCC1,1.9,14,9,-1.6,-0.7,1,0.1,0.8,0.0,-0.1,-5
Cc1cccc2nc(-c3ccccc3)nc(N3CCC(O)(c4ccc(Cl)cc4)CC3)c12,-0.1,-2,-3,1.4,-1.0,0,1.7,4.5,0.0,-0.8,1
Cn1c(CNC(=O)c2ccc(Cl)cc2)nnc1SCC(=O)NC1CCCC1,0.3,4,-1,-1.4,-1.5,-1,0.3,0.9,-0.2,6.5*,-2
O=C(Oc1ccc2c(c1)O/C(=C\c1ccncc1)C2=O)c1ccccc1,7.1,-5,5,-1.3,-1.4,-5,4.5,2.9,-0.7,-0.2,0
COc1ccccc1-n1cnc2cc(C(=O)NCC3CCCO3)ccc21 (configuration not stated),-0.5,2,0,-0.6,-1.2,-6,-1.7,-0.8,-1.1,0.7,1
COc1cccc(C(=O)NCCS(=O)(=O)N2CCN(C(=O)c3ccco3)CC2)c1,-0.3,6,4,0.2,-0.9,3,-1.2,0.1,-0.6,1.6,0
C=CCOc1ccc(CNc2ccc(NC(=O)CCC)cc2)cc1OCC,0.8,6,0,3.1,-1.9,0,-2.2,2.6,-0.8,4.5*,5
CN(C)NC(=S)NC1(C)CCS(=O)(=O)C1 (configuration not stated),0.4,-4,3,1.4,-0.8,4,-1.2,0.1,-0.4,1.3,2
CC(C)OC(=O)c1c(F)c(F)c(N2CCOCC2)c(F)c1F,-0.3,-3,-1,1.2,-1.0,2,-1.9,-0.1,0.1,-0.2,-2
CCCCN1C(=O)CC(Sc2ncccc2C(=O)O)C1=O (configuration not stated),-1.1,1,1,-1.7,-1.6,0,0.0,0.7,0.6,1.1,-1
CCOC(=O)c1cc2c(ccn2C)n1CC(=O)N1CCN(c2ccccc2)CC1,-0.6,-13,-2,2.1,-0.9,-6,-0.5,-1.6,-0.6,0.2,-1
CCC1=Nc2cc(C(=O)O)ccc2Sc2ccc(Cl)cc21,-0.6,-1,-4,0.1,-0.5,1,-0.5,-0.4,1.3,0.1,-3
CCCCOc1ccc(Cc2n[nH]c(=S)n2N)cc1,-0.5,15,1,0.2,-1.6,-6,0.8,-0.5,0.3,-1.1,2
NC1=NC[C@@H](Cc2ccc(O)cc2)N1CCc1cccc2ccccc12,0.1,-2,0,1.4,-1.6,2,0.2,-0.8,-0.2,0.2,-1
COc1ccc2[nH]c(C(=O)O)c(CCNC(=O)/C=C/c3ccc(O)c(OC)c3)c2c1,-6.3,-17,-2,2.0,-1.5,-4,-1.0,0.8,0.4,2.2,2
N#CCOC(=O)c1c2c(nc3ccccc13)CCC2,-1.6,-6,-2,-3.6,-0.9,0,0.2,1.4,-0.1,1.1,0
Cc1cccc(C(=O)Nc2ccc3c(c2)C(=O)NC3=O)c1,-98,-3,-4,2.1,-0.2,-7,-1.3,1.0,0.5,-0.1,5
CCc1ccc(OCc2nnc(SCC(=O)NC3CCCCC3)o2)cc1,-0.3,-3,6,4.6,-1.0,4,-0.8,2.6,0.0,0.6,0
CC(=O)Nc1cccc(C(=O)OC(C)C(=O)NC2CCCc3ccccc32)c1 (configuration not stated),-0.1,-5,1,0.4,-0.9,0,-1.5,0.6,-1.1,0.4,-2
CC(C)=C1SC(N2CCN(c3cccc(Cl)c3)CC2)=NC1=O,0.4,2,-5,0.9,-1.2,-3,-2.3,0.3,-0.1,0.0,-3
O=c1ccc(-c2ccccc2)nn1Cc1ccc(F)cc1Cl,0.8,-2,-6,-5.3,-1.4,0,-2.2,-0.6,-0.9,-0.3,-4
COc1ccc(OCc2nnc(SC3CCOC3=O)n2-c2ccccc2)cc1 (configuration not stated),-1.0,-36,7,-0.3,-1.5,0,-0.3,-1.2,-0.2,0.8,-2
CCOC(=O)C1=C(CC)OC(N)=C(C#N)C1c1ccc(OC)cc1OC (configuration not stated),0.4,-33,-7,-1.8,0.5,-3,-1.0,-0.3,0.2,-0.1,3
COc1ccccc1NC(=O)CN1CCN(C(=O)c2ccco2)CC1,0.5,-2,2,-1.0,-1.0,5,-0.9,0.5,0.1,0.0,1
COCCNCC(O)CON=C1c2ccccc2-c2ccccc21 (configuration not stated),0.1,-12,3,1.6,0.0,-5,1.8,0.0,0.8,1.4,0

# Next part:
SMILES,proKLK7 act,sPLA2-III inh,NPR1 activator,hgDAF-12 ag,ssDAF12 agonist,NPR2 activator,hcDAF-12 act,GAA850 FXN act,DAX1 inh-1,DAX1 inh-2,SMARCA2 activ
CN(Cc1cnn(Cc2ccccc2)c1)C(=O)c1cccc(S(=O)(=O)N2CCOCC2)c1,0.0,-3,-1,0.1,-0.9,-3,-2.4,-2.6,-3.4,-0.3,-2
NC1=NC(=O)/C(=C/c2cn(CCC(=O)O)nc2-c2ccc(Cl)cc2)S1,0.1,1,0,0.9,-1.1,1,-1.4,1.9,-0.2,0.2,-2
Cc1ccc2[nH]c(C)c(CCN(Cc3cccnc3)C(=S)NC(C)(C)C)c2c1,0.3,4,-10,-0.7,-0.9,2,-0.5,-0.5,0.1,0.8,-2
Cc1cccc(N(C(=O)Cn2nnc(-c3ccccc3F)n2)C(C(=O)NC(C)(C)C)c2ccncc2)c1 (configuration not stated),0.6,-3,-5,3.1,-1.1,-12,0.8,-2.1,0.0,-0.2,0
O=C(NCc1ccccc1)C1CCCN(S(=O)(=O)c2ccc(Br)cc2)C1 (configuration not stated),0.4,4,4,0.6,-0.8,-2,-2.1,-2.1,-0.3,0.0,-2
C=CCN(CC(=O)NCc1ccccc1)C(=O)c1csnn1,0.3,3,-1,-0.6,-1.5,2,-1.2,0.2,-0.1,1.0,1
O=Cc1c(Cl)nc2ccccn2c1=O,42*,-4,1,1.2,-0.3,-3,2.9,-0.7,0.1,1.2,-4
COc1ccc(C(=O)NCc2ccc3c(c2)OCO3)c(OC)c1,1.1,0,0,-0.7,-1.5,0,-1.8,0.2,-0.4,0.1,-1
CC(=O)Nc1ccc(S(=O)(=O)NCC(=O)OCC(=O)N2CC(C)OC(C)C2)cc1 (configuration not stated),-0.2,1,-1,0.4,-1.3,0,-2.2,-0.5,0.3,0.4,-1
C=CCn1c(SCC(=O)Nc2ccccc2)nc2scc(-c3cccs3)c2c1=O,0.5,-2,5,0.5,-0.4,8,1.6,1.3,-0.8,1.0,-1
CCN(CC)C(=O)CSc1ncnc2sc(-c3ccccc3)cc12,-1.2,-3,2,1.8,-1.3,-7,-2.0,7.2,-1.5,-1.2,1
Nc1nonc1C(=O)N/N=C\c1cc2c(cc1Cl)OCO2,-0.4,6,-4,0.7,-1.0,6,1.4,0.6,0.3,0.4,-2
O=C(NCCCN1CCOCC1)C(=O)N/N=C/c1ccccc1,0.1,-3,4,0.4,-1.6,0,-0.2,1.2,-0.4,-0.6,-2
Clc1ccccc1/C=C/C=N/Nc1nc(N2CCOCC2)nc(N2CCOCC2)n1,0.2,-3,15,-0.9,-1.4,-7,-2.2,-1.9,-0.7,-0.9,4
COc1ccc(C(=O)Nc2ccc(C)cn2)cc1S(=O)(=O)N1CCCc2ccccc21,0.2,9,-1,-1.2,-0.5,10,-2.6,-0.6,-0.2,-2.2,-2
Cc1nnc(C)n1/N=C/c1cccn1C,0.2,9,6,0.6,-0.9,-2,0.0,0.4,0.4,1.9,0
CC(C)n1cnc2c(NCc3ccc(S(N)(=O)=O)cc3)nc(NCc3ccc(S(N)(=O)=O)cc3)nc21,-0.6,-4,1,1.8,-1.2,6,-2.4,2.5,-0.1,0.2,0
Cc1ccc(N2CC(C(=O)Nc3ccc(S(=O)(=O)Nc4nccs4)cc3)CC2=O)cc1 (configuration not stated),-0.1,-35,0,4.2,-1.3,-1,0.1,-0.2,0.5,0.8,-2
Cc1onc(-c2c(F)cccc2Cl)c1C(=O)OCC(=O)N(C)c1ccccc1,-0.3,-4,-1,-2.0,-0.7,-7,-1.0,-4.4,-1.5,0.6,-3
O=C(O)C1=C[C@H](c2csc3ccccc23)C[C@H](OCCCCO)O1,0.7,6,-1,-0.5,-1.2,-4,-0.1,0.3,0.0,-1.2,-1
COc1ccc(OCc2ccc(/C=N\NC(=O)c3sccc3C)o2)cc1,0.8,-24,3,14*,-0.6,2,1.7,4.3,1.3,0.9,8.5*
Cc1ccc(S(=O)(=O)NC(=O)Nc2ccccc2)cc1,-0.4,2,2,-2.3,-1.1,-3,-0.7,-1.7,0.1,-1.1,1
O=CN(Cc1nc2ccccc2[nH]1)c1ccc(C(=O)O)cc1,-0.6,5,0,1.4,-0.6,0,1.5,-0.2,1.0,1.1,-5
CCc1ccc2c(CN3CCN(Cc4ccccc4)CC3)cc(=O)oc2c1,0.6,-2,-5,0.7,-1.0,-5,-0.7,3.4,-0.1,-0.3,1
O=c1[nH]c(=O)n(Cc2ccco2)c2c1C(C(F)(F)F)(C(F)(F)F)N=C(CCc1ccccc1)N2,0.0,-14,3,-3.1,-1.9,11,-3.3,-5.4,-1.4,1.0,-4

# Next results follow:
SMILES,proKLK7 act,sPLA2-III inh,NPR1 activator,hgDAF-12 ag,ssDAF12 agonist,NPR2 activator,hcDAF-12 act,GAA850 FXN act,DAX1 inh-1,DAX1 inh-2,SMARCA2 activ
COc1ccc(-c2csc(NC(=O)C3CCN(c4ncnc5sc(C)c(C)c45)CC3)n2)cc1OC,-0.5,-19,-2,-4.8,-1.7,-2,-2.7,-7.5,-4.5,-5.9,-8
CCNc1nc(CC)nc2c1oc1ccccc12,0.8,-3,0,2.2,-1.4,-3,-1.7,2.1,-0.4,-1.6,3
O=C(NC(c1ccc(Cl)cc1)c1cnccn1)C1CCN(CCOc2ccc(F)cc2)CC1 (configuration not stated),-0.6,-13,-4,2.1,-1.4,-5,-3.5,0.8,0.3,·,-2
CCOc1ccc(C(=O)N2CCc3cc(OC)c(OC)cc3C2)cc1OCC,-0.7,4,4,-2.6,-1.2,8,-3.0,1.5,-0.8,0.2,-4
CCCCn1c2nc3ccccc3nc2c2c(=O)n(CC(C)C)cnc21,-0.3,-2,13,-1.7,-1.7,15,-0.8,-0.1,0.5,0.0,0
CNc1nc(Cl)c(SC)c(NCc2ccc(F)cc2)n1,0.7,-7,-7,-0.5,-1.5,-6,-2.8,3.0,-0.4,3.1,-3
O=C(CSc1ncnc2ccccc12)Nc1ccc2c(c1)OCO2,-0.1,0,12,-1.6,-1.9,7,-2.9,0.1,-1.2,-1.0,-2
Cc1ccc(NC(=O)OCc2cn(-c3ccc(Cl)cc3)nn2)cc1,-0.4,-4,-4,2.9,-0.5,-4,-0.9,-0.8,0.1,1.0,-3
CCCCc1ccc(NC(=S)Nc2cccnc2)cc1,-0.4,6,2,2.4,0.2,0,-2.6,1.9,0.5,-0.1,4
CC1SCC(=O)N(CC(=O)Nc2ccc3c(c2)OCO3)C1=O (configuration not stated),-0.2,2,3,1.9,-1.0,2,2.1,-0.9,0.2,-0.7,1
